Rpn11 inh: Rpn11 (human) deubiquitinase inhibition; hit rate 0.59% among 360,000; O00487; human 26S proteasome, Ub4-pepOG fluorescence polarization; 20S core pre-blocked with epoxomicin; calls only at 20 µM;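 active = inhibition at 20 µM, scaled to each plate's controls, above about 33%, limit read from the data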
SUMO1 PPI mod: modulators of human SUMO1-mediated protein-protein interactions; P63165; SUMO1 binding to a labelled peptide, TR-FRET, 1 h; inhibition, % at 20 µM; hit rate 0.33% among 360,000; AID 602429; in the data active = inhibition above about 37%
Rin1 Abl inh: inhibitors of human Rin1-Abl protein interaction. TR-FRET Rin1/Abl binding, biochemical. inhibition, % at 7.35 µM. hit rate 0.4% among 360,000. P00519+Q13671; in the data active = inhibition above about 5%, passing the limit was not always enough
CSN inh: blocks human CSN-mediated cullin deneddylation; AID 651999; inhibition, % at 12.5 µM; hit rate 0.38% among 360,000; Q92905; Purified CSN, SCF-Nedd8-OG deneddylation, fluorescence polarization;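 active = pattern-corrected inhibition above about 35%, with an unprinted fluorescence ratio check between 0.5 and 1.5, limit read from the data, passing the limit was not always enough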;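 also: 0% = enzyme with substrate and 100% = substrate without enzyme; some results filed as inactive read as strong as hits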
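Test system: Human Csn5 produced in HEK293T cells | Compound: 12.5 µM single point | Times: 90 min, room temperature | Signal: Fluorescence polarization readout | Read-out basis: % inhibition of substrate cleavage by Csn5 | Controls: no-enzyme wells high, enzyme-with-substrate wells low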
LMPTP block: blocks human LMPTP phosphatase. P24666. recombinant LMPTP-A, OMFP fluorogenic substrate, fluorescence intensity. inhibition, % at 20 µM. hit rate 0.22% among 360,000. AID 651560;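 active = compounds that cut the enzyme signal by at least half of the control window in the single-dose screen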;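 also: plate controls were DMSO wells with enzyme plus substrate for no effect and substrate without enzyme for full effect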
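test system = LMPTP-A | amount = 0.625 nM LMPTP-A final | reagent = fluorogenic phosphatase substrate OMFP at 400 µM final | incubation = 50 min at room temperature | benchmarks = no-enzyme low control, uninhibited high control | medium = Bis-Tris pH 6.0, DTT, detergent | signal = fluorescence intensity of OMFP turnover product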
Scp1 inh: Scp-1 (human) phosphatase inhibition. Recombinant Scp1, phosphopeptide, malachite green phosphate absorbance. inhibition, % at 20 µM. hit rate 0.88% among 340,000;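 active = inhibition above about 50% at 20 µM, limit read from the data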;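 also: plate controls were DMSO wells with enzyme for no effect and wells lacking enzyme for full effect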
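System: truncated SCP-1 phosphatase (76-261aa); medium: Tris acetate buffer pH 5.5 with MgCl2 and Tween-20; incubation: 45 min room-temperature reaction, 5 min colour, 30 min stabiliser; compound: single 20 µM dose, 1% DMSO; reagent: Phosphorylated 17-residue peptide substrate; read-out: % inhibition at 20 µM; technique: colorimetric free-phosphate detection, absorbance 630 nm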
Neddylation inh: inhibitors of human cullin neddylation; TR-FRET cullin neddylation, biochemical; calls only at 25 µM; hit rate 0.58% among 360,000; AID 651699; in the data active = inhibition above about 36%
STEP block: inhibitors of human striatal-enriched phosphatase STEP; P54829; recombinant STEP, OMFP fluorogenic substrate, fluorescence; inhibition, % at 20 µM; hit rate 0.25% among 360,000; AID 588621;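 active = inhibition at 20 µM, scaled per plate between control wells, above about 37%, limit read from the data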;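 also: 0% = DMSO with enzyme and substrate and 100% = substrate only without enzyme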
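Also added – OMFP at 25 µM · Test system – STEP tyrosine phosphatase · Technique – FITC-channel fluorescence of OMFP product · Schedule – 20 min at room temperature, dark · Evaluation – control-normalized % inhibition with plate pattern correction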
NadD block: NadD (S. aureus) enzyme inhibition; purified NadD enzyme, colorimetric absorbance read-out; inhibition, % at 20 µM; hit rate 0.78% among 360,000; in the data active = inhibition above about 26%; also: some compounds past the cut are filed as inactive
DNMT1 block: blocks human DNA methyltransferase DNMT1. DNMT1 molecular beacon, Hinp1I cleavage, fluorescence. inhibition (reported as % activation of signal), % at 10 µM. hit rate 0.83% among 360,000. AID 588458; in the data active = inhibition above about 50%
Target sequence (P26358 504-1616 limits assumed): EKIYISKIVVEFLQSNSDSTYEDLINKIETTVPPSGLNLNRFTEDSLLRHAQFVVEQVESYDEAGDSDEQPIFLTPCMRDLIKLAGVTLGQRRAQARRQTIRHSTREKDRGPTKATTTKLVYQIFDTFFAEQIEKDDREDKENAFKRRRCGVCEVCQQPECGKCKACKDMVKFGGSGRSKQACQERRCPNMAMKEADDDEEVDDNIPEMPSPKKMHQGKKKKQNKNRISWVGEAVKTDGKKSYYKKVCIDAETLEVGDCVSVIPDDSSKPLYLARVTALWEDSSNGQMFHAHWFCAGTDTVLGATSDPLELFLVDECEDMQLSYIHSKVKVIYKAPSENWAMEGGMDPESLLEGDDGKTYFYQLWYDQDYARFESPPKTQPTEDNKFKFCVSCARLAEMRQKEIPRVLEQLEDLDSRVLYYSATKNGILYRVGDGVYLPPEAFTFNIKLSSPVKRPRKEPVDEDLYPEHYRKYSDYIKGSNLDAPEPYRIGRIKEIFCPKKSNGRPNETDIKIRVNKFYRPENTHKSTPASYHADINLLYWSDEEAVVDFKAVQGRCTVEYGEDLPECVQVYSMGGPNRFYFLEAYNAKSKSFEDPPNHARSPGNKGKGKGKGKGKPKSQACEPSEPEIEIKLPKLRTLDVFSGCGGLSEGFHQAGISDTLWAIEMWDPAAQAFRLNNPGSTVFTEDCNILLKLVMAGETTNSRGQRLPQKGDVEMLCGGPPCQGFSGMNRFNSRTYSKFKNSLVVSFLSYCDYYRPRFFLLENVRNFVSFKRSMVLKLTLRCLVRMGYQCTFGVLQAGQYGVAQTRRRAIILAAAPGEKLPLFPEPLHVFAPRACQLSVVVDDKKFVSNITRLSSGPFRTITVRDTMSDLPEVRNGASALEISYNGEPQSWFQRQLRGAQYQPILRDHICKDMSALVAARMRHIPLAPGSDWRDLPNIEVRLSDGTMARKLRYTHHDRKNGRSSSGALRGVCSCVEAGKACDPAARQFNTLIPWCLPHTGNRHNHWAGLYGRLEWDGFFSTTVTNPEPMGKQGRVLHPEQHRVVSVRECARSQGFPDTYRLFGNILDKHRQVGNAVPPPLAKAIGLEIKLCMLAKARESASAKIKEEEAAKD
* hit, by the source's call; i = inactive; . = no result given; + = active, no number.

Order of values: CSN inh, Rpn11 inh, SUMO1 PPI mod, Rin1 Abl inh, Neddylation inh, NadD block, STEP block, LMPTP block, Scp1 inh, DNMT1 block
- N#CCCN(C(=O)CSc1ccc2c(c1)OCCO2)c1ccc(F)cc1
→ 3, i, -1, -4, i, -6, -3, -1.1, 6, 0
- CC(Sc1ncnc2c1cnn2-c1ccccc1)C(=O)Nc1ccc(N2CCOCC2)cc1 (stereo not given)
→ 0, i, -5, -1, i, -1, 2, 1.6, 0, 7
- Cc1c(C(c2cc3c(cc2Br)OCO3)c2c(C)n(C)n(-c3ccccc3)c2=O)c(=O)n(-c2ccccc2)n1C
→ 3, i, -7, -1, i, 12, -1, -1.7, 15, 2
- CCOC(=O)C1(Cc2ccccc2C)CCCN(C(=O)c2ccc(CSC)o2)C1 (stereo not given)
→ 4, i, 6, -2, i, -3, -2, 0.1, 0, 1
- O=[N+]([O-])c1ccc(S(=O)(=O)NCC(c2ccc3c(c2)OCO3)N2CCOCC2)cc1 (stereo not given)
→ 5, i, -31, 1, i, 2, -2, -0.7, ., -3
- COCCn1c(-c2ccc(OC)cc2)c(-c2ccc(OC)cc2)oc1=O
→ 6, i, 1, 6, i, -5, -1, 0.2, -7, 0
- CCC(=O)NC(NC(=S)Nc1ccccc1Br)C(Cl)(Cl)Cl (stereo not given)
→ -6, i, -1, -2, i, -6, -4, -0.1, -5, -3
- CSCCC(C(=O)Nc1c(C)cccc1C)n1c(-c2cnc(C)cn2)nc2ccccc21 (stereo not given)
→ -4, ., -4, ., i, ., ., 0.3, ., .
- COCCNC(=O)/C(C#N)=C/c1c(N2CCCCCC2)nc2c(C)cccn2c1=O
→ -3, i, -15, 0, ., 0, 0, -0.3, -12, -3
- COc1ccc(CNC(=O)C2CCN(S(=O)(=O)c3c(C)n[nH]c3C)CC2)cc1
→ 1, i, -2, 1, i, 0, 0, -4.7, -5, 1

Order of values: CSN inh, Rpn11 inh, SUMO1 PPI mod, Rin1 Abl inh, Neddylation inh, NadD block, STEP block, LMPTP block, Scp1 inh, DNMT1 block
- O=C(c1ccccc1)c1coc2ccc(O)c(CN3CCOCC3)c12
→ -3, i, -1, -2, i, -4, -2, 0.6, -7, 0
- CC1CC(C)CN(S(=O)(=O)c2ccc(NC(=S)NC(=O)c3ccccc3)cc2)C1 (stereo not given)
→ 6, i, 1, 3, i, 4, 1, 1.8, -5, -6
- Cc1ccc(NC(=O)CSc2nnc(CNC(=O)c3ccco3)o2)cc1
→ 1, i, 1, 2, i, 8, 1, 0.4, -4, 5
- O=[N+]([O-])c1ccc2nc[nH]c2c1
→ 3, i, -28, 0, i, 2, -2, 0.7, 1, 4
- Cc1ccc(C2CC(c3ccccc3)=NN2c2ccccc2)o1 (stereo not given)
→ 1, i, -2, 5, ., 1, 1, 2.9, -16, 1
- O=C(C[n+]1ccn(-c2ccccc2)c1)c1ccc([N+](=O)[O-])cc1
→ -6, i, -40, -2, i, -7, 2, -1.2, -6, -7
- O=[N+]([O-])c1ccc(CSc2nnc(Cc3ccccc3)o2)cc1
→ 3, i, -25, 0, i, -7, 2, -0.7, -15, 2
- C[C@@H]1CN([C@@H](C)CO)S(=O)(=O)c2ccc(Br)cc2O[C@H]1CN(C)C(=O)Nc1ccc(C(F)(F)F)cc1
→ 11, i, 1, 5, i, -5, 2, 1.4, ., -5
- O=C(O)C(c1ccccc1)C1(O)CCC1 (stereo not given)
→ -4, i, 0, -1, i, 1, 1, -0.9, 5, -4
- Cc1ccc2nc(N3C(=O)C(O)=C(C(=O)c4ccco4)C3c3cccc(O)c3)sc2c1 (stereo not given)
→ 5, i, -16, -1, i, 10, 3, 5.2, -18, -3

Order of values: CSN inh, Rpn11 inh, SUMO1 PPI mod, Rin1 Abl inh, Neddylation inh, NadD block, STEP block, LMPTP block, Scp1 inh, DNMT1 block
- O=S(=O)(Nc1ccc2c(c1)nc1n2CCN(Cc2ccccc2)C1)c1ccc(F)cc1
→ 2, i, -3, -4, ., 21, -1, 0.4, 3, -10
- C[C@H]1CN([C@@H](C)CO)C(=O)c2cccc(NC(=O)C3CC3)c2O[C@H]1CN(C)S(=O)(=O)c1cccs1
→ 2, i, 1, 0, i, 2, 1, 0.6, 7, 8
- CCC(C(=O)Nc1cccc(C(=O)O)c1)c1ccccc1 (stereo not given)
→ -8, i, 0, 2, i, -3, -1, 0.8, 3, 0
- Cc1ccc(C)c(N(C(=O)CCC(=O)Nc2cc(C)on2)C(C(=O)NC2CCCC2)c2ccco2)c1 (stereo not given)
→ 0, i, 8, -3, i, 0, 3, -1.1, -7, 4
- CCSc1nnc(NC(=O)c2csc(C)c2)s1
→ 0, i, 1, -3, i, -2, -1, 0.4, -7, 1
- c1ccc2[nH]c(CCCCc3nc4ccccc4[nH]3)nc2c1
→ -3, i, 3, 2, i, 0, -2, 22, 3, -12
- O=C(N/N=C/C1CCCCC1)c1cc(Cl)ccc1O
→ -1, i, 6, 0, ., 9, 2, -1.5, -6, 14
- C/C(=N\Nc1ccc(C(F)(F)F)cn1)c1ccc(S(=O)(=O)NCc2ccco2)cc1
→ -13, i, -2, 1, i, 3, 0, -0.7, 59*, 3
- Cc1cc2oc(=O)sc2cc1NS(=O)(=O)c1cccc2cccnc12
→ -7, i, -1, 3, i, 1, 1, -0.5, 3, 0
- COc1ccc(CC2(CO)CCN(CC3=CC[C@H]4C[C@@H]3C4(C)C)CC2)cc1
→ 0, i, 1, 3, i, -6, 0, -0.4, -9, 4

Order of values: CSN inh, Rpn11 inh, SUMO1 PPI mod, Rin1 Abl inh, Neddylation inh, NadD block, STEP block, LMPTP block, Scp1 inh, DNMT1 block
- CCCCN(CC(=O)NCc1ccc(Cl)cc1)S(=O)(=O)c1ccc2c(c1)OCCO2
→ -17, i, -2, -1, i, -2, 1, 2.2, -12, 6
- CC1CCCCC1NC(=O)CSc1ncnc2sccc12 (stereo not given)
→ 3, i, 3, -4, i, -3, -1, 0.0, ., 1
- C/C(CC(=O)Nc1ccc(Cl)cn1)=N\NC(=O)Cc1cccs1
→ -3, i, 3, 0, i, -1, 1, -2.1, -14, -5
- COc1ccc(C(=O)Nc2nc(-c3cccs3)cs2)cc1
→ 5, i, -3, -1, i, -2, 0, 3.7, -14, -12
- CCC(C)(C)NC(=O)C(c1cccn1C)N(Cc1ccc(OC)cc1)C(=O)Cn1nnc2ccccc21 (stereo not given)
→ 0, i, -2, -1, i, -4, -11, -0.6, -10, 13
- CC1CCc2c(sc(NC(=O)CSc3ncnc4c3cnn4-c3ccccc3Cl)c2C#N)C1 (stereo not given)
→ 6, i, -4, 2, i, 20, -2, 1.4, -25, 0
- O=C(NCc1ccccc1CN1CCOCC1)c1ccc(-n2cccn2)cc1
→ -3, i, 0, -1, i, -2, 1, 0.4, 5, 1
- CCN(CC)c1ccc(NC(=O)c2ccccc2Br)cc1S(=O)(=O)Nc1ccccc1OC
→ 4, i, 3, 2, i, 26, 19, 10, -2, -9
- COCCN1C(=O)C(CC(=O)Nc2ccccc2)SC1=Nc1ccc(OC)cc1 (stereo not given)
→ 2, i, 1, 0, i, -5, 1, -0.9, -2, -5
- NC(=O)c1ccc(C2SCC(=O)N2Cc2ccccc2)cc1 (stereo not given)
→ -4, i, 16, 3, i, 1, -3, -2.3, -6, 3

Order of values: CSN inh, Rpn11 inh, SUMO1 PPI mod, Rin1 Abl inh, Neddylation inh, NadD block, STEP block, LMPTP block, Scp1 inh, DNMT1 block
- Cc1cc2c(cc1C)CSC(c1ccccc1OC(=O)C(C)C)SC2
→ -2, i, -3, 1, i, -2, 5, -2.0, -5, 1
- CC(C)CC(=O)NC(NCC1CCCO1)C(Cl)(Cl)Cl (stereo not given)
→ 4, i, -2, -3, i, 0, -1, 0.6, -3, 1
- c1cc2c(cc1NC1CCCCCC1)OCO2
→ 3, i, -1, -1, i, 9, 0, 0.8, -7, -3
- NC(=O)c1cccc(Nc2nc(C(N)C3CCCCC3)cs2)n1 (stereo not given)
→ -2, i, 3, 3, i, 2, -1, -3.1, ., 2
- CCN(CC)C(=O)C(=O)c1cccn1-c1c(Cl)cccc1C#N
→ -3, i, -6, 1, i, 3, -1, 0.0, 5, -2
- COC(=O)c1cc(C(=O)N2CCN(C(=O)c3ccco3)CC2)cc([N+](=O)[O-])c1
→ 5, i, -29, 2, i, 1, 1, 0.1, -9, -1
- COC(=O)COc1ccc(S(=O)(=O)NCC2CCCO2)cc1Cl (stereo not given)
→ 11, i, 2, 0, i, -3, -2, 0.0, 1, 0
- O=C1NC2(CCCCC2)N(C(=O)c2ccccc2)C2=C1CCCC2
→ -2, i, 0, 0, i, 2, 2, 1.4, 2, 0
- CN(C)S(=O)(=O)c1ccc(C(=O)NCc2nc3ccccc3s2)cc1
→ -6, +, -1, 1, i, 0, 0, -0.3, -3, 0
- Clc1ccccc1-c1ccc2nccn2c1
→ -4, i, 5, -2, i, 6, 2, -0.5, ., 2

Whole records from above. Values in the order: CSN inh	Rpn11 inh	SUMO1 PPI mod	Rin1 Abl inh	Neddylation inh	NadD block	STEP block	LMPTP block	Scp1 inh	DNMT1 block
`O=[N+]([O-])c1ccc(CSc2nnc(Cc3ccccc3)o2)cc1` in the list: 3	i	-25	0	i	-7	2	-0.7	-15	2
`O=[N+]([O-])c1ccc2nc[nH]c2c1` in the list: 3	i	-28	0	i	2	-2	0.7	1	4
`COc1ccc(CNC(=O)C2CCN(S(=O)(=O)c3c(C)n[nH]c3C)CC2)cc1` in the list: 1	i	-2	1	i	0	0	-4.7	-5	1

The list continues:
Order of values: CSN inh, Rpn11 inh, SUMO1 PPI mod, Rin1 Abl inh, Neddylation inh, NadD block, STEP block, LMPTP block, Scp1 inh, DNMT1 block
- COc1cc([N+](=O)[O-])ccc1N1C(=O)C2C3C=CC(C4CC34)C2C1=O (stereo not given)
→ -2, i, -23, -2, i, -4, 7, 0.5, -11, -3
- COc1cc(C2C3C(=O)N(c4ccc(F)cc4)C(=O)C3ON2c2ccccc2)ccc1O (stereo not given)
→ 5, i, -1, -6, i, 2, 1, -1.5, -7, -1
- COc1ccc(-c2cc(C3CC3)nc(N)c2C#N)cc1
→ 2, i, 1, 4, i, -2, -1, 0.4, 7, -1
- Cc1cccc(NC(=O)c2cnc3n(c2=O)CCS3)c1
→ 3, i, -2, 0, i, -9, -1, -1.7, 6, 0
- COc1cccc(NC(=O)CCC(=O)Nc2cccc(OC)c2)c1
→ 0, i, -2, -3, i, -2, -2, 0.1, -10, -1
- CCc1ccccc1NC(=O)c1cc(=O)c2ccccc2o1
→ 4, i, -5, 5, i, 0, 1, 0.1, -1, 0
- Cc1ccc2c(CN3CCCCC3C)cc(=O)oc2c1 (stereo not given)
→ 0, i, -7, 1, i, 1, -1, -1.0, -13, 3
